# Assay outcomes: PubChem BioAssay, several laboratories
# Cl transport mod: KCC2 cotransporter modulators, thallium flux, primary screen, cell-based, HEK293 KCC2, FluoZin-2 fluorescence, MLSMR. Solute carrier family 12 member 5 (Homo sapiens), Q9H2X9. KCC2 cells, thallium flux FluoZin-2 fluorescence. B-score of Tl+ flux slope (higher = more flux/activation; lower = inhibition) at 10 µM. 2.2% of 190,000 active;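 active = thallium flux slope and its plate-corrected score both differing from the plate sample mean at a set confidence after two filtering rounds, in either direction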;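 note: slope of fluorescence scaled to starting intensity during 10 to 20 s after thallium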
# Target sequence (Q9H2X9 whole entry, looked up): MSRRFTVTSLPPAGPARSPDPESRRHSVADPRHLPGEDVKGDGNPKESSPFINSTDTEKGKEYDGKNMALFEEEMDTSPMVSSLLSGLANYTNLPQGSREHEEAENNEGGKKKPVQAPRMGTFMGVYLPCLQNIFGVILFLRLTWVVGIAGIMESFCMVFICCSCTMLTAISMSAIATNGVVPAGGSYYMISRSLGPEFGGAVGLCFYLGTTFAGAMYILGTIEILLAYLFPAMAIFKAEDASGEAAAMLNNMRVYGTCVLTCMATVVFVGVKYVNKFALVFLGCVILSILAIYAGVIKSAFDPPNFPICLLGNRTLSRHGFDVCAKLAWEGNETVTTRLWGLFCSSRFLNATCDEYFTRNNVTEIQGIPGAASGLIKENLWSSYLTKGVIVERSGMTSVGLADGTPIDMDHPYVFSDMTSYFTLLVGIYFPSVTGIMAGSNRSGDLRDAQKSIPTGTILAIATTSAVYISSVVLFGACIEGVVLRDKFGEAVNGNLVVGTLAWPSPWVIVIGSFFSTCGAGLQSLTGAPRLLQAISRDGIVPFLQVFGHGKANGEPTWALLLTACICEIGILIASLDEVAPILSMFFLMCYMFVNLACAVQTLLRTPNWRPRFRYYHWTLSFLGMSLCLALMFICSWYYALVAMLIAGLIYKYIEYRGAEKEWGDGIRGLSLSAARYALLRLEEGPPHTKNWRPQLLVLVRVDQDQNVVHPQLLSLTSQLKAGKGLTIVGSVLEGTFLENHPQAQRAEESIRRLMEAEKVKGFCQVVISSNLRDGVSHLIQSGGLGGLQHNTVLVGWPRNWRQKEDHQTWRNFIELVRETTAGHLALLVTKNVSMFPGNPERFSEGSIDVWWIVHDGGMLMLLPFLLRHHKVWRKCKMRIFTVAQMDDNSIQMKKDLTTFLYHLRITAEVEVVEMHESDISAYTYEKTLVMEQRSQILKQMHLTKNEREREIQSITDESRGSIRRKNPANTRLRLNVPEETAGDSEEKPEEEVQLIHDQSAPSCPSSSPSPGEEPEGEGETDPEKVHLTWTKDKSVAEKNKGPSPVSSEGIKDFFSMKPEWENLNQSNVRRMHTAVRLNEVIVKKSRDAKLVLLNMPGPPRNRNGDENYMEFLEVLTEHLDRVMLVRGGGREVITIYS
# 14-3-3 Bad PPI: inhibitors of 14-3-3 zeta/Bad binding, primary screen, biochemical, TR-FRET, bovine 14-3-3 zeta; 14-3-3 protein zeta/delta (Bos taurus), P63103; TR-FRET 14-3-3zeta/Dy647-pBad peptide displacement, 1 h; inhibition, % at 21.7 µM; 0.71% of 220,000 active; AID 781, 2007;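 active = inhibition above about 70%, limit read from the data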;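 note: 0% = full 14-3-3 plus peptide FRET controls and 100% = background without 14-3-3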
# Rad51 HR inh: human RAD51 strand exchange inhibitors, primary screen, biochemical, fluorescence; DNA repair protein RAD51 homolog 1 (Homo sapiens), Q06609; hRad51 DNA strand exchange, fluorescence dequenching; inhibition, % at 10 µM; 0.085% of 200,000 active; AID 1385, 2008;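 active = inhibition above 40% at the single screening dose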;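 note: 0% = DMSO control wells and 100% = blanks with heterologous ssDNA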
#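 Material: Human Rad51 nucleoprotein filaments preassembled on unlabelled ssDNA | Also added: Labelled 47-mer dsDNA for strand exchange | Dosing: Single dose, 10 µM final compound | Schedule: 30-min compound preincubation and 15-min exchange, both room temperature | Technique: Fluorescence dequenching at 485/520 nm | Measure: Percent inhibition relative to plate controls and blanks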
# Furin inh: human furin inhibitors, primary screen, biochemical, fluorescence intensity; P09958; purified furin, fluorogenic substrate cleavage; inhibition, % at 30 µM; 0.061% of 220,000 active; AID 463115, 2010; in the data active = inhibition above about 25%; note: inactives centre near -15
# KLK5 inh: human KLK5 protease inhibitors, primary screen, biochemical, 1536-well. recombinant hK5, fluorogenic AMC substrate cleavage. 0.59% of 210,000 active. Kallikrein-5 (Homo sapiens), Q9Y337. inhibition, % at 5 µM;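 active = inhibition of 40% or more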;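 note: 0% = enzyme controls without compound and 100% = no-enzyme blanks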
# eIF4E-4G inh: eIF4E–eIF4G protein interaction inhibitors, primary screen, biochemical, uHTS, TR-FRET, eIF4GI fragment | AID 782, 2007 | inhibition, % at 21.7 µM | 0.37% of 220,000 active | TR-FRET eIF4E-eIF4GI(517-606) binding, 2 h;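 note: 0% = full FRET control wells and 100% = background wells lacking eIF4GI fragment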
# EBV gp42 inh: Epstein-Barr virus gp42 inhibitors, primary screen, biochemical, uHTS, fluorescence polarization; 0.42% of 220,000 active; Glycoprotein 42 (Epstein-Barr virus (strain AG876)), Q1HVG2; inhibition, % (tested at 21.74 µM); Fluorescence polarization binding assay, mP read-out; in the data active = inhibition above about 50%
# NCF1 inh: p47phox/p22phox peptide binding inhibitors, primary screen, biochemical, uHTS, NADPH oxidase regulatory subunit; Neutrophil cytosol factor 1 (Homo sapiens), P14598; fluorescence polarization, 2 h; inhibition, % at 24.7 µM; 0.53% of 220,000 active; AID 1274, 2008;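 note: 0% = p47phox with labelled peptide and 100% = labelled peptide alone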
# thrombin 1536: human alpha-thrombin inhibitors, primary screen, counter-screen for coagulation protease inhibitor project, biochemical, 1536-well, fluorogenic AMC substrate | 0.26% of 220,000 active | Prothrombin (Homo sapiens), P00734 | AID 1046, 2008 | inhibition, % at 5 µM | Boc-VPR-AMC fluorogenic substrate cleavage;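 active = inhibition at or above 40%; inactive = inhibition below 40%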;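 note: 0% = enzyme with no compound and 100% = wells without enzyme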
#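 Material: human alpha-thrombin protein; Also added: Boc-VPR-AMC substrate, 15 µM final; Timing: enzyme reaction carried out at room temperature; Signal: fluorescence, ex 355 nm, em 460 nm; Measure: % inhibition of thrombin; Controls: enzyme without compound as high, wells lacking enzyme as low.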
# * = called active by the depositor; x = no result given; [ ] = another dose, or the depositor's remark.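 Rule for the calls, unless noted: active = inhibition above about 30% (limit read from the data); inactive = the rest.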
SMILES,Cl transport mod,14-3-3 Bad PPI,Rad51 HR inh,Furin inh,KLK5 inh,eIF4E-4G inh,EBV gp42 inh,NCF1 inh,thrombin 1536
CCC(Sc1ncccc1C(=O)OCCN1CCCC1=O)C(=O)NCc1ccco1 (stereo not drawn),x,1,-4,-16,11,2,-1,-3,-6
Cc1ccc(C(=O)n2c(N)nc3ccccc32)cc1,0.78,4,-12,-9,3,2,-4,-1,1
COc1ccc2c(-c3ccccc3)cc(SCC(=O)NC(N)=O)nc2c1,0.33,-9,6,-6,-1,-4,-4,-9,-10
CCOc1ccc(NC(=O)CC2C(=O)Nc3ccccc3N2C(=O)c2ccccc2)cc1 (stereo not drawn),0.96,0,11,-18,-4,2,-8,1,-8
COc1ccccc1NC(=O)c1c([N+](=O)[O-])c(C(C)(C)C)nn1C,2.6,4,24,-20,3,2,-16,-12,-7
O=C(Cc1ccccc1)N1CCN(C(=O)c2cccs2)CC1,0.092,-4,-7,-16,-8,7,-2,-6,-3
O=C(NCCS(=O)(=O)c1ccc(Cl)cc1)c1ccc(F)cc1,x,3,-8,-15,-4,2,-5,-3,-7
Cc1ccc(Oc2nnc(-c3ccccc3)c3ccccc23)cc1,x,7,4,-9[20 µM],-18,8,4,-5,-5
OCCNc1nc(OCC(F)(F)F)nc(N2CCN(C34CC5CC(CC(C5)C3)C4)CC2)n1,0.45,8,-7,-10,-12,-4[fluorescence artefact?],-13,5,1
COc1ccc(/C(C)=N/Nc2ccc(C(=O)O)cc2)c(OC)c1,1.5,-11[fluorescence artefact?],4,9,-18,15,-9,-2,-10
Cn1cc(CNC(=O)Nc2ccc3c(c2)OCO3)cn1,-0.69,-7,-8,-16[20 µM],-6,4,-6,-6,-1
COc1ccc(C(=O)Nc2c(N)nc(SCC(=O)N3CCC(C)CC3)[nH]c2=O)cc1OC,-0.29,4,5,-16,-11,1,3,0,-6
Cc1cc(NC(=O)CSc2ccc3nnc(CCNC(=O)c4ccccc4)n3n2)no1,0.69,1,-1,-21,-1,2,2,2,-1
COc1ccc(C2C(C(=O)N3CCC(C(N)=O)CC3)CC(=O)N2c2ccc(OC)cc2)cc1 (stereo not drawn),-0.052,-17,3,-18,-3,4,-9,-8,-9
Cc1n[nH]c(C)c1S(=O)(=O)N1CCCC(C(=O)NC2CCCCC2)C1 (stereo not drawn),0.55,0,x,-27,3,0,-13,-5,0

# Whole records from above:
# Entry for COc1ccc(C(=O)Nc2c(N)nc(SCC(=O)N3CCC(C)CC3)[nH]c2=O)cc1OC = Cl transport mod: -0.29; 14-3-3 Bad PPI: 4; Rad51 HR inh: 5; Furin inh: -16; KLK5 inh: -11; eIF4E-4G inh: 1; EBV gp42 inh: 3; NCF1 inh: 0; thrombin 1536: -6
# Entry for Cn1cc(CNC(=O)Nc2ccc3c(c2)OCO3)cn1 = Cl transport mod: -0.69; 14-3-3 Bad PPI: -7; Rad51 HR inh: -8; Furin inh: -16[20 µM]; KLK5 inh: -6; eIF4E-4G inh: 4; EBV gp42 inh: -6; NCF1 inh: -6; thrombin 1536: -1
# Entry for Cc1ccc(C(=O)n2c(N)nc3ccccc32)cc1 = Cl transport mod: 0.78; 14-3-3 Bad PPI: 4; Rad51 HR inh: -12; Furin inh: -9; KLK5 inh: 3; eIF4E-4G inh: 2; EBV gp42 inh: -4; NCF1 inh: -1; thrombin 1536: 1

# As entered above.
# Value for OCCNc1nc(OCC(F)(F)F)nc(N2CCN(C34CC5CC(CC(C5)C3)C4)CC2)n1 in eIF4E-4G inh: -4[fluorescence artefact?]
# Value for Cn1cc(CNC(=O)Nc2ccc3c(c2)OCO3)cn1 in Furin inh: -16[20 µM]
# Value for O=C(Cc1ccccc1)N1CCN(C(=O)c2cccs2)CC1 in NCF1 inh: -6
# Value for O=C(NCCS(=O)(=O)c1ccc(Cl)cc1)c1ccc(F)cc1 in 14-3-3 Bad PPI: 3

# Limited to Furin inh, thrombin 1536 and 14-3-3 Bad PPI (2 entries from above):
SMILES | Furin inh | thrombin 1536 | 14-3-3 Bad PPI
CCOc1ccc(NC(=O)CC2C(=O)Nc3ccccc3N2C(=O)c2ccccc2)cc1 (stereo not drawn) | -18 | -8 | 0
COc1ccccc1NC(=O)c1c([N+](=O)[O-])c(C(C)(C)C)nn1C | -20 | -7 | 4

# (list continues)
SMILES,Cl transport mod,14-3-3 Bad PPI,Rad51 HR inh,Furin inh,KLK5 inh,eIF4E-4G inh,EBV gp42 inh,NCF1 inh,thrombin 1536
c1ccc(NCCCNc2ccccc2)cc1,0.42,-1,6,-6[20 µM],-15,-9,-1,-11,0
CCN(CC)c1cc(C)c2cc(NC(=O)c3ccccc3OC)ccc2n1,0.014,-7,-27,-11,-4,-2,-8,-11,-11
CC(=O)c1ccc(NC(=O)Nc2ccc3c(c2)nc(C)n3C)cc1,0.12,-9,-2,-23,6,0,-10,17,-6
CCn1c(C)nc2cc(C(=O)N/N=C/c3ccc(O)cc3)ccc21,0.81,-8,-11,-27,-10,1[fluorescence artefact?],-12,7,-4
Cc1cc(-c2nnc(SCC(=O)c3ccc4c(c3)OCCO4)o2)no1,0.47,2,6,-19,-7,3,-11,-2,-4
COc1ccc(NC(=O)Nc2ccc(F)cc2)c(C)c1,0.53,-8,2,-25,2,-4,-16,27,-4
CC(/C=C1\SC(=S)N(NS(=O)(=O)c2ccc(C)cc2)C1=O)=C\c1ccccc1,99*,28,x,3,8,-1,0,-93,-5
COc1cccc2cc(-c3nnc(SCC(=O)Nc4cc(C(F)(F)F)ccc4Cl)n3N)oc12,0.46,8,-3,-20[20 µM],-11,0,-10,-1,-22
CC(NS(=O)(=O)c1ccc(Br)cc1)C(N)=O (stereo not drawn),0.83,-3,11,-15[20 µM],-3,-7,-11,-10,-5
Cc1ccc(S(=O)(=O)N2CCN(C3CC(=O)N(Cc4ccccc4)C3=O)CC2)cc1C (stereo not drawn),-0.77,-6,1,-22,-18,2,-7,-17,1
Cc1cc(C)nc(SCC(=O)Nc2nc(-c3ccccc3)c(-c3ccccc3)o2)n1,-1.4,3[fluorescence artefact?],-8,-14,-9,1,-5,-24,0
O=c1[nH]c(CSc2ncccn2)nc2c1cnn2-c1ccccc1,0.67,-9,-11,-14,-17,2,1,-6,-5
CCCC(=O)NCCc1ccc(F)cc1,0.65,-7,-6,3[20 µM],-9,4,-20,7,4
CC(=O)c1cccc(NC(=O)NCc2cccnc2)c1,-0.017,-2,2,-17[20 µM],-12,2,-16,-7,-1
CC1CCN(C(=O)CN(c2ccccc2)S(=O)(=O)N(C)C)CC1,0.034,-8,-9,-11,-6,3,-7,-10,8

# A different layout for 2 compounds above:
COc1cccc2cc(-c3nnc(SCC(=O)Nc4cc(C(F)(F)F)ccc4Cl)n3N)oc12
  Cl transport mod = 0.46
  14-3-3 Bad PPI = 8
  Rad51 HR inh = -3
  Furin inh = -20[20 µM]
  KLK5 inh = -11
  eIF4E-4G inh = 0
  EBV gp42 inh = -10
  NCF1 inh = -1
  thrombin 1536 = -22

COc1ccc(NC(=O)Nc2ccc(F)cc2)c(C)c1
  Cl transport mod = 0.53
  14-3-3 Bad PPI = -8
  Rad51 HR inh = 2
  Furin inh = -25
  KLK5 inh = 2
  eIF4E-4G inh = -4
  EBV gp42 inh = -16
  NCF1 inh = 27
  thrombin 1536 = -4

# More compounds.
SMILES,Cl transport mod,14-3-3 Bad PPI,Rad51 HR inh,Furin inh,KLK5 inh,eIF4E-4G inh,EBV gp42 inh,NCF1 inh,thrombin 1536
CC1Cc2ccccc2N1C(=O)CSc1nnnn1Cc1ccccc1 (stereo not drawn),-3.6*,-1,5,-21,-32,5,-3,-2,-2
O=C(Cn1nnc2c(sc3nc4c(c(-c5ccccc5)c32)CCC4)c1=O)c1ccccc1,-0.038,-4,1,-16[20 µM],-10,-19,-10,-17,1
COc1ccc(OC)c(N2C(=O)C(Cl)=C(N3CCCCC3)C2=O)c1,0.76,-19,-7,-12,-2,-9,-1,7,-1
COc1ccc2oc(=N)c(C(=O)Nc3ccccc3)cc2c1,1.1,-6,-5,-17,-5,-4,-10,-8,-1
Cc1csc(NC(=O)CCc2nc3ccccc3s2)n1,-1.5,11,-12,-13,-4,4,-14,1,-6
Cn1c(C(=O)N2CCCCCC2)cc2c(=O)n(C)c3ccccc3c21,-1.3,0,6,-4,-13,-2,-16,-12,0
OC(COc1cccc2ccccc12)CN1CCN(c2cccc(Cl)c2)CC1 (stereo not drawn),x,2,16,-21,-3,-3,-20,-2,-2
Oc1ccc(/C=N/Nc2nc(N3CCCCCC3)nc(N3CCCCCC3)n2)c(O)c1,-0.31,-9,-2,-5,-4,0,-8,-12,x
O=C(O)/C=C/C(=O)Nc1ccc(OC(F)(F)F)cc1,-0.25,-3,1,-18,6,0,1,6,-5
CC(NC(=O)CSc1nc2ccccc2n1CCC#N)c1ccc(F)cc1 (stereo not drawn),0.48,-5,-5,-9[20 µM],-4,-3,-25,-12,0
COc1ccccc1CCC(=O)Nc1nc2ccccc2[nH]1,-0.28,-1[fluorescence artefact?],0,-8,-2,11[fluorescence artefact?],-1,0,2
COc1ccc(S(=O)(=O)N2CCCc3ccccc32)cc1OC,-1.2,-7,-9,-21,3,6,-4,-5,5
Cc1ccc2nc(SCC(=O)Nc3ccc4c(c3)OCCO4)[nH]c2c1,1.4,10,4,-9[20 µM],3,-1,-4,-23,-22
CN1c2ccccc2C(=O)NC1c1ccc(Cl)cc1 (stereo not drawn),0.52,-3,1,-23,1,0,4,0,-3
Cn1c(COc2ccccc2)nnc1SCCC(=O)Nc1ccccc1,x,4[fluorescence artefact?],-7,-19,-5,-2[fluorescence artefact?],-4,-10,-6
Cc1ccc(NS(=O)(=O)c2ccc(/C=C/C(=O)O)cc2)cc1Cl,2.2,-4,-30,-4,8,1,-3,-8,-2
O=C(COC(=O)c1ccc([N+](=O)[O-])o1)Nc1nc2ccccc2s1,-0.11,3,x,-8,0,-1,-14,-17,-5
Cc1c(C(c2ccc(N(C)C)cc2)c2c(C)n(C)n(-c3ccccc3)c2=O)c(=O)n(-c2ccccc2)n1C,1.1,-15,24,-16,2,0,-5,-41,3
Cc1cc(/C=N/NC(=O)C(=O)NCc2ccccn2)c(C)n1-c1ccccc1,-1.4,-15[fluorescence artefact?],4,2,1,-32[fluorescence artefact?],-8,-6,2
S=c1[nH]nc(-c2ccccn2)n1/N=C/c1cccs1,-0.091,-8[fluorescence artefact?],x,-26,-22,1,-20,-11,-3
COc1ccc(C(=O)CSC2=C(C#N)C3(CCCCC3)C(C#N)=C(N)N2)cc1,-2.9,-24,0,-6,-27,-14,-4,-32,-13
COc1ccc(CCNC(=O)CCCCCN2C(=O)c3ccccc3C2=O)cc1,0.012,2,-6,-15[20 µM],-7,3,-7,-9,0
CC(=O)N1CCN(S(=O)(=O)c2cccc(C(=O)OCC(=O)NC(=O)c3cccn3C)c2)CC1,1,2[fluorescence artefact?],x,-5,15,-4,0,6,7

# Not a hit list. About 4.7% of those tested had a hit in this group.
